PP5 inh – inhibitors of human protein phosphatase 5 (PP5); 0.18% of 320,000 active; purified PP5c, OMFP substrate fluorescence; inhibition, % at 6.7 µM;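 active means inhibition above the campaign's mean inhibition across all tested compounds plus 3 SD, cut at about 9.5% in these data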;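 further: 0% = DMSO only and 100% = 100 µM cantharidin control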
Target sequence (P53041 whole entry, looked up): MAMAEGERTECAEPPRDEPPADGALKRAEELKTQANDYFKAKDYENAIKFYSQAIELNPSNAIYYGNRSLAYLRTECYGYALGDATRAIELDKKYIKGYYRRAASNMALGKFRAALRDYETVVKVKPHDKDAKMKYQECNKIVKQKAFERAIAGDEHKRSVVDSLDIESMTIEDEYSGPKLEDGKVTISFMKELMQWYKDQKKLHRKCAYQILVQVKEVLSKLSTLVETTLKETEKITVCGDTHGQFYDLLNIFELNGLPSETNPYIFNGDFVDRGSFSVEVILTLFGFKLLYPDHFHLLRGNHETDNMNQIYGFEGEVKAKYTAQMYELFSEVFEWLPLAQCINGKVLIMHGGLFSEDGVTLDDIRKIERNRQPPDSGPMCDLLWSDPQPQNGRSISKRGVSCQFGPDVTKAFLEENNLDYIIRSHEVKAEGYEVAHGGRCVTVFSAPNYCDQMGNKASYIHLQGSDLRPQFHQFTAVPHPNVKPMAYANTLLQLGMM
Efflux pump mplx – blocks antifungal efflux pumps in multiplex yeast assay; S. cerevisiae Candida pump triplex, Nile Red efflux; inhibition, % at 10 µM; 0.44% of 330,000 active; AID 485275;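 active means plate passing quality check with inhibition over a set limit, or well fluorescence over plate mean plus 4 SD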;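 further: Nile Red retained in pooled yeast measured as flow cytometry median fluorescence; 0% = buffer negative control and 100% = Enniatin B positive control; higher means more Nile Red kept so more efflux inhibition; some compounds called inactive have numbers as strong as hits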
Fh CTSL1 inh – counter-screen for PFM18AAP inhibitors: inhibitors of F. hepatica cathepsin L1 | recombinant F. hepatica cathepsin L1, Z-Leu-Arg-MCA fluorescence | inhibition, % at 5.96 µM | AID 1906 | 0.49% of 300,000 active;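 active means inhibition above the mean of all tested compounds plus 3 SD, set per screening campaign, cut at about 17% in these data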;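 further: 0% = plate median of test compound wells and 100% = 1 µM Z-Phe-Ala-diazomethylketone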
PP1 inh – blocks human PP1-alpha phosphatase, a PP5 counter-screen; P62136; purified PP1alpha, OMFP fluorescence; inhibition, % at 6.7 µM; 0.9% of 320,000 active; AID 2235;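 active means inhibition above the mean inhibition of all tested compounds plus 3 SD, computed separately for each screening campaign, cut at about 15% in these data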
Target sequence (P62136 whole entry, looked up): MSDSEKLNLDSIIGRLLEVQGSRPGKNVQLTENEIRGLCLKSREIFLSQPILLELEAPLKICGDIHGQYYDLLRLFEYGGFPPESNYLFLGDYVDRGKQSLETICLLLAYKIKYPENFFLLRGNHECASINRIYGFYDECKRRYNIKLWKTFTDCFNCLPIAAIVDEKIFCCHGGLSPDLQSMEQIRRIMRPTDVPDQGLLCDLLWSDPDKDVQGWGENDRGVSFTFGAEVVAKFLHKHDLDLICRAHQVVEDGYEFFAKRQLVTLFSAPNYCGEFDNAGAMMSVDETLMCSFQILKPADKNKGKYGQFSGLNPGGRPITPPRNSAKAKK
TPT1 inhibitor – blocks Candida albicans tRNA 2'-phosphotransferase; AID 1962; inhibition, % at 5 µM; recombinant caTPT1, FP RNA substrate dephosphorylation; 0.81% of 300,000 active;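 active means inhibition above the mean of all tested compounds plus 3 SD, set per screening campaign, cut at about 24% in these data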;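 further: plate controls were DMSO alone for no effect and ferristatin control at 100 nM for full effect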
EBNA-1 inh – blocks EBNA-1 binding to DNA; EBNA-1 DNA binding, fluorescence polarization; inhibition, % at 14.8 µM; 0.34% of 300,000 active; AID 1950; in the data active means inhibition above about 28%
PREPL inhibitor – inhibits the human prolyl oligopeptidase-like enzyme. AID 2751. Q4J6C6. 0.68% of 320,000 active. inhibition, % at 5.96 µM. recombinant PREPL, fluorescence polarization activity-based probe; in the data active means inhibition above about 43%;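 further: 0% = enzyme with DMSO and 100% = wells lacking enzyme; many of its hits are not listed in these tables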
ZTA counter – ZTA (EBV) inhibition in EBNA-1 counter-screen. P03206. ZTA-DNA binding, fluorescence polarization. inhibition, % at 11 µM. 0.15% of 320,000 active. AID 2234; in the data active means inhibition above about 33%
Target sequence (P03206 whole entry, looked up): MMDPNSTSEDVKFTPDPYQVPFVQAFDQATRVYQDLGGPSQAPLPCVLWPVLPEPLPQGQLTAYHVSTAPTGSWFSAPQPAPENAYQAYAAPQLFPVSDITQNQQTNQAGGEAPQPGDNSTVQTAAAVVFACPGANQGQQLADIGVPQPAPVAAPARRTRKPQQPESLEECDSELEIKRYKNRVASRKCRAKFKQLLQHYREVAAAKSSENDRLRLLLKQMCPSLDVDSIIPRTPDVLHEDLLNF
HCV core dimer – blocks dimerization of HCV core protein | TR-FRET GST/Flag-core106 dimerization, 1536-well | inhibition, % at 5 µM | 0.33% of 300,000 active;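 active means inhibition above the mean of all tested compounds plus 3 SD, set per screening campaign, cut at about 45% in these data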
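System – GST-tagged and Flag-tagged HCV core protein residues 1-106 · Repeats – one well for each compound · Technique – TR-FRET 671 and 617 nm emission · Doses – one concentration, 5 µM, in 0.5% DMSO · Times – 4 h, 22.5 °C incubation · Also added – Eu donor and XL665 acceptor anti-tag antibodies · Measure – percent inhibition of core106 dimerization signal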
An asterisk follows results filed as active; x = not tested or not shown. Only part of the results is shown; count on the stated rates, not on these rows.

SMILES | PP5 inh | Efflux pump mplx | Fh CTSL1 inh | PP1 inh | TPT1 inhibitor | EBNA-1 inh | PREPL inhibitor | ZTA counter | HCV core dimer
CCCS(=O)(=O)N1CCC(C(=O)NCc2ccc(F)cc2)CC1 | 3.0 | 0.4 | 0 | -3 | 0 | -2 | 9 | -1 | -8
NC(=O)CSc1nc2ccccc2nc1SCC(N)=O | 0.0 | -0.1 | 2 | 1 | -2 | 8 | 2 | 4 | 6
CCN(CC(=O)NC1CC1)S(=O)(=O)c1ccccc1 | 1.0 | -0.7 | -2 | -11 | 1 | 8 | 10 | 3 | -6
CCOc1ccc(NC(=O)CSc2nnc(C)n2CC2CCCO2)cc1 (centres undefined) | -0.7 | 0.1 | 2 | 2 | 4 | -3 | 17 | 4 | -7
CCC(=O)Nc1cc2c(cc1C(=O)CC)OCCO2 | 0.2 | -0.1 | -2 | -1 | -2 | 8 | 3 | 7 | -2
CCOCCCNC(=O)C1CCCN(S(=O)(=O)c2cccc3nsnc23)C1 (centres undefined) | 0.1 | 0.2 | 4 | -2 | -4 | 7 | 8 | -17 | -5
O=C(CCc1ccc(S(=O)(=O)NC2CCCCC2)cc1)NCc1ccccn1 | 1.7 | 0.0 | -1 | -3 | 0 | 5 | 1 | -8 | 3
COc1ccc(Cl)cc1S(=O)(=O)N1CCN(Cc2ccc3c(c2)OCO3)CC1 | 1.6 | -0.1 | 3 | -1 | 0 | 7 | 30 | 9 | 3
COc1cccc(C2CC(C(F)(F)F)n3ncc(C(=O)Nc4c(C)n(C)n(-c5ccccc5)c4=O)c3N2)c1 (centres undefined) | 2.4 | 0.2 | 2 | -3 | 3 | -3 | 8 | -7 | -3
Cc1cc(Cl)c2oc(C(=O)NC3CCC(O)CC3)c(C)c2c1 (centres undefined) | 9.4 | 0.2 | 6 | -2 | 0 | -14 | 10 | -4 | -6
CN(C)S(=O)(=O)c1ccc(N2CCCC2)c(C(=O)NC(c2ccccc2)c2ccccc2)c1 | 3.6 | -0.1 | -4 | 6 | 1 | -5 | 7 | -15 | 8
COCCCn1c(=O)/c(=C\c2ccccc2OC(C)C)s/c1=C(/C#N)C(=O)Nc1ccc(C(=O)O)cc1 | 0.2 | -0.1 | 1 | 9 | 39* | 13 | -11 | 0 | 24
CCC(=O)N(Cc1ccc(S(N)(=O)=O)cc1)C1CC(=O)N(c2ccc(OC)cc2)C1=O (centres undefined) | 2.5 | 0.1 | -5 | 1 | -3 | -10 | 0 | -13 | 1
COc1ccccc1N(CC(=O)N/N=C(\C)c1cccc(Br)c1)S(C)(=O)=O | 0.4 | -0.2 | -2 | -2 | -2 | 6 | -6 | 1 | 2
O=C(O)/C=C/C(=O)Nc1ccc(Cc2ccc(NC(=O)/C=C/C(=O)O)cc2)cc1 | 2.9 | -0.1 | -1 | 3 | -7 | -9 | 2 | -8 | -5
O=S(=O)(c1ccc(S(=O)(=O)n2cnc3ccccc32)cc1)N1CCCCCC1 | 0.5 | -0.1 | 1 | 0 | -2 | -2 | 0 | 1 | -5
CCCCc1ncc(CN2CCC(CC3CCCCO3)(C(=O)OCC)CC2)[nH]1 (centres undefined) | 0.4 | 0.0 | -2 | -1 | 4 | -16 | 2 | 1 | -2
c1ccc(-c2nnc(-c3ccccc3)o2)cc1 | -0.3 | -0.2 | 3 | 1 | -4 | -2 | 11 | -12 | 4
CC(=O)Nc1nc(-c2ccccc2)nc(C)c1C(C)=O | -0.3 | 0.0 | 3 | -2 | -5 | 15 | 17 | -2 | 5
Cc1cccc(N(CC(=O)NC(C)(C)C)C(=O)CS(=O)CC(=O)Nc2ccc3c(c2)OCO3)c1 (centres undefined) | -0.2 | -0.2 | 13 | -4 | 0 | -8 | 27 | -3 | -5
O=C(O)C1CCCCC1C(=O)Nc1ccc(OCc2ccccc2)cc1 (centres undefined) | -0.4 | -0.1 | 1 | -2 | -2 | 8 | 3 | 5 | 2
Cc1ccnc(NC(=O)C(Cc2ccccc2)NC(=O)c2ccccc2)c1 (centres undefined) | -0.9 | -0.1 | x | 1 | x | x | -10 | -8 | x
COc1ccc(-n2nc(C(=O)NCc3cc(OC)ccc3OC)c3c4ccccc4n(C)c3c2=O)cc1 | 2.5 | 0.3 | 2 | 3 | -1 | 6 | 0 | -12 | 3
COc1ccc(/C=c2/sc3n(c2=O)NC2(c4ccccc4)N(C)C(=O)N(C)C2(c2ccccc2)N=3)cc1 (centres undefined) | -0.2 | 0.0 | -3 | -1 | -1 | -5 | 3 | 8 | 5
O=C1NC(=O)/C(=C/c2cccc3ccccc23)S1 | 1.2 | -0.1 | 4 | 9 | -4 | -5 | 12 | 1 | -6

Later entries.
SMILES | PP5 inh | Efflux pump mplx | Fh CTSL1 inh | PP1 inh | TPT1 inhibitor | EBNA-1 inh | PREPL inhibitor | ZTA counter | HCV core dimer
COCCN(C(=O)CCl)C(C(=O)NC1CCCCC1)c1ccccc1C (centres undefined) | 0.1 | 0.1 | 27* | -2 | -4 | 0 | 3 | 4 | 7
Cc1nc(Nc2nc(CSc3ccc(Cl)cc3)cc(=O)[nH]2)nc2ccccc12 | -0.7 | -0.2 | -2 | 2 | 2 | 4 | -10 | -12 | 24
CCOc1ccccc1NC(=O)CC1Nc2cc(C)c(C)cc2NC1=O (centres undefined) | 3.3 | -0.2 | 3 | 1 | 12 | -3 | 9 | 0 | 25
CN(C)c1ccc(C(=O)NC2CCCc3ccccc32)cc1 (centres undefined) | 0.1 | 0.3 | 3 | -1 | 0 | -7 | 1 | 0 | 7
COc1ccccc1N(Cc1cc2ccc(C)cc2[nH]c1=O)C(C)=O | 3.9 | 0.1 | 3 | -4 | 4 | -6 | -2 | -9 | -2
CC(C)CNC(=S)NC1CC2CCCC(C1)N2Cc1ccco1 (centres undefined) | 3.1 | 0.2 | -2 | -1 | -3 | -1 | 11 | 1 | -5
CCOC(=O)C1=NOC2C(=O)N(c3ccc(Cl)cc3Cl)C(=O)C12 (centres undefined) | -0.6 | 0.0 | 0 | -2 | -7 | -2 | -5 | 13 | -2
CCCS(=O)(=O)N1CCCC(C(=O)NC(C)c2ccc3c(c2)OCCO3)C1 (centres undefined) | 1.1 | 0.2 | -3 | -7 | -5 | -4 | 4 | 1 | -3
CCN(CCn1cccn1)Cc1cn[nH]c1-c1ccc(-c2ccccc2)cc1 | 3.9 | 0.6 | -2 | 0 | -2 | -7 | 32 | -12 | 0
CCc1noc(C)c1C(=O)Nc1nc2ccc(OC)cc2s1 | 0.7 | -0.1 | 5 | -2 | -7 | 3 | 14 | -5 | -10
CCCC[n+]1ccn(C2=C([O-])c3ccccc3C(=O)/C2=N\S(=O)(=O)c2ccc(Cl)cc2)c1 | -0.7 | -0.1 | 4 | -1 | 5 | -1 | 32 | 4 | -1
O=[N+]([O-])c1ccc(-c2cnc[nH]2)cc1 | -1.8 | 0.1 | 1 | 0 | -2 | -7 | 1 | -3 | 2
CC(C)c1ccccc1NC(=O)CNCCc1ccc(C(F)(F)F)cc1 | 6.0 | 0.0 | 2 | -1 | 4 | -6 | 26 | -2 | -6
C=C(C)C(=O)Nc1cccc(C2=NOC3(C2)C[C@@H](C(N)=O)N(C(=O)CCCCC)C3)c1 (some centres undefined) | 0.1 | -0.1 | 2 | 14 | 3 | 13 | 15 | 15 | -90
Cc1c(/C=N/NC(=O)c2cccnc2)cc(C#N)n1C | 2.5 | -0.1 | 0 | -2 | -5 | 5 | 0 | 15 | 2
COc1ccc(N2CCC(CNC(=S)Nc3cc(C)ccc3C)C2)cc1 (centres undefined) | 0.2 | -0.1 | -1 | 0 | 3 | 2 | 28 | -2 | -10
O=C1NC(c2ccccc2)=C(c2ccccc2)C1=O | 1.4 | 0.1 | -4 | 2 | 1 | -6 | 1 | 9 | -2
COc1ccc(CSc2nnnn2-c2ccc(O)cc2)cc1F | 4.3 | 0.2 | 0 | 1 | -2 | 7 | -19 | 3 | 1
CN1C(=O)N(C)C(c2cccc([N+](=O)[O-])c2)C2=C1CCCC2=O (centres undefined) | 4.5 | -0.2 | -1 | 2 | -2 | -6 | -2 | 15 | -1
COC(=O)c1cc(S(=O)(=O)N2CCN(c3cccc(OC)c3)CC2)cn1C | 0.2 | -0.1 | -5 | -5 | -1 | 2 | -4 | -1 | -5
O=S(=O)(NCC(c1ccc2c(c1)OCO2)N1CCOCC1)c1ccc(F)cc1 (centres undefined) | -0.8 | -0.2 | 6 | -7 | 2 | 13 | 4 | -7 | -4
CC(C)n1c(N2CCN(C(=O)Nc3ccccc3)CC2)nc2ccccc21 | -0.5 | 0.2 | 4 | -3 | 3 | -16 | 14 | -4 | -1
O=C(CN1CCOCC1)OCCCc1ccccc1 | 0.0 | -0.1 | 1 | -2 | -5 | 11 | 2 | 1 | -6
CCn1c(C)c(C)c2cc(C(=O)NCCc3ccco3)ccc21 | -0.6 | -0.2 | 5 | 0 | 6 | -2 | -35 | 7 | 10
Cc1ccccc1NC(=O)Cc1nc(COC(=O)c2nc(Cl)ccc2Cl)cs1 | 0.8 | 0.0 | x | 2 | x | x | -11 | 2 | x

Next structures follow.
SMILES | PP5 inh | Efflux pump mplx | Fh CTSL1 inh | PP1 inh | TPT1 inhibitor | EBNA-1 inh | PREPL inhibitor | ZTA counter | HCV core dimer
C=CCOC(=O)C1=C[C@H](c2ccc(C(F)(F)F)cc2)[C@@H](CCCO)[C@H](OCC)O1 | 5.3 | -0.1 | 4 | 5 | 0 | -2 | 5 | -1 | 3
CCOc1ccc(NS(=O)(=O)c2ccc(NC(=O)C3CCCO3)cc2)cc1 (centres undefined) | 2.8 | 0.1 | -2 | -4 | 0 | 3 | -8 | 12 | 0
CCn1c(SCC(=O)Nc2cc(C)on2)nnc1-c1cccs1 | -2.2 | -0.1 | 3 | 2 | 0 | 4 | 13 | 2 | -9
Cc1ccc(NC(=O)c2cncc(Br)c2)c([N+](=O)[O-])c1 | 0.5 | -0.1 | 9 | -3 | 2 | -13 | 0 | -25 | -7
COc1cc(C2Nc3ccccc3C(=O)N2NS(C)(=O)=O)c([N+](=O)[O-])cc1OC (centres undefined) | 0.3 | -0.1 | 0 | -2 | 1 | 0 | -11 | 8 | -5
CCOc1ccc(NC(=O)N(C2CCCCC2)C(C)c2cccnc2)cc1 (centres undefined) | 1.3 | -0.1 | 4 | -2 | -4 | -1 | 3 | -16 | -3
O=C1C2C3C=CC(C3)C2C(=O)N1Cc1ccccc1 (centres undefined) | 1.6 | 0.0 | 1 | -7 | 1 | 0 | 6 | 8 | 4
Cc1ccc2oc(C(=O)NCC(c3ccco3)N(C)C)c(C)c2c1 (centres undefined) | -2.7 | 0.0 | -1 | -1 | -2 | -2 | 12 | 7 | -10
COc1ccccc1NC(=O)c1cc(Br)ccc1Cl | -0.3 | -0.1 | -4 | 0 | -5 | 2 | 7 | -10 | -1
Cc1c(CN2CCC(CO)(Cc3ccccc3)CC2)c2ccccc2n1C | 4.3 | 0.0 | 1 | -1 | 0 | -5 | 12 | -24 | -10

Full records, quoted from the list:
Record of CCn1c(SCC(=O)Nc2cc(C)on2)nnc1-c1cccs1 = PP5 inh = -2.2; Efflux pump mplx = -0.1; Fh CTSL1 inh = 3; PP1 inh = 2; TPT1 inhibitor = 0; EBNA-1 inh = 4; PREPL inhibitor = 13; ZTA counter = 2; HCV core dimer = -9
Record of C=CCOC(=O)C1=C[C@H](c2ccc(C(F)(F)F)cc2)[C@@H](CCCO)[C@H](OCC)O1 = PP5 inh = 5.3; Efflux pump mplx = -0.1; Fh CTSL1 inh = 4; PP1 inh = 5; TPT1 inhibitor = 0; EBNA-1 inh = -2; PREPL inhibitor = 5; ZTA counter = -1; HCV core dimer = 3
Record of Cc1ccc(NC(=O)c2cncc(Br)c2)c([N+](=O)[O-])c1 = PP5 inh = 0.5; Efflux pump mplx = -0.1; Fh CTSL1 inh = 9; PP1 inh = -3; TPT1 inhibitor = 2; EBNA-1 inh = -13; PREPL inhibitor = 0; ZTA counter = -25; HCV core dimer = -7

Source: PubChem BioAssay
